Screens as filed in PubChem BioAssay.
GPR55 beta-arrestin – selective activators of receptor GPR55 – imaging, U2OS cells, beta-arrestin-GFP redistribution, primary screen (AID 1961) | U2OS GPR55 beta-arrestin-GFP redistribution imaging; higher % means a stronger effect | activation, % at 10 µM; hits with a dose series show EC50 in µM | 0.048% of 290,000 active;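 active = activation above 40% with more than 50 cells counted in the well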;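 also: U2OS osteosarcoma cells stably expressing GPR55 and beta-arrestin-GFP; plate controls were DMSO negative control for no effect and LPI positive control for full effect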
GPR55 LPI antagonism – inhibition of LPI-stimulated GPR55 beta-arrestin translocation – imaging, U2OS, beta-arrestin-GFP, LPI agonist, primary screen (AID 2013) | inhibition, % at 10 µM, or IC50 in µM where a hit was titrated | 0.13% of 290,000 active | U2OS GPR55 beta-arrestin-GFP translocation imaging, LPI antagonism; higher % means a stronger effect;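 active = spots per cell inhibited over 60%, with over 100 cells counted and total cytoplasm intensity under 500,000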;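 also: U2OS cells stably carrying GPR55 and arrestin-GFP stimulated by 5 µM LPI near EC80; imaged beta-arrestin-GFP aggregate spots per cell after agonist stimulation; plate controls were LPI-stimulated DMSO wells for no effect and DMSO wells without LPI for full effect; some results filed as inactive read as strong as hits; confirmed hits need IC50 under 10 µM and bright autofluorescent wells are also inconclusive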
LYP phosphatase – PTPN22 lymphoid phosphatase activity blockers – biochemical, fluorescence intensity, uHTS (AID 1779) | 0.054% of 290,000 active | recombinant LYP phosphatase, fluorescence intensity; higher % means a stronger effect | one-dose inhibition, % at 11.5 µM; IC50 in µM for titrated hits; in the data active = inhibition above about 50%;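 also: plate controls were vehicle with enzyme for no effect and no enzyme for full effect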
Large T inhibition – SV40 large T antigen inhibitors, biochemical (AID 1903); SV40 large T antigen ATPase/helicase inhibition assay; higher % means a stronger effect; one-dose inhibition, % at 20 µM; IC50 in µM for titrated hits; 0.39% of 310,000 active; in the data active = a potency from the dose series; also: strong numbers were not always called active
GPR35 arrestin U2OS – inhibition of zaprinast-stimulated GPR35 beta-arrestin translocation – imaging, U2OS, beta-arrestin-GFP, zaprinast agonist, primary screen (AID 2058); U2OS GPR35 beta-arrestin-GFP translocation imaging, zaprinast antagonism; higher % means a stronger effect; one-dose inhibition, % at 10 µM; IC50 in µM for titrated hits; 0.052% of 290,000 active;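 active = inhibition of at least 50% with at least 30 cells and total cytoplasm GFP at most 10,000,000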
Lipid droplet – hepatic lipid droplet formation modulation; AID 1656; inhibition, % at 6.5 µM; 0.4% of 240,000 active; AML12 mouse hepatocytes, oleate lipid droplets, BODIPY imaging;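 active = lipid droplet intensity inhibited by at least 50%, with more than 500 cells counted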
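System: AML12 hepatocytes (mouse). Probe or stimulus: oleic acid at 100 µM to induce lipid droplet formation. Times: overnight treatment with compound plus oleate. Detection: Image-based BODIPY and DAPI two-channel analysis. Evaluation: percent inhibition of filter-corrected integrated lipid droplet intensity per well.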
T cell HTS – T cell immune modulators affecting CD8 T cell-vesicle binding; 2C CD8+ T cell-vesicle binding, flow cytometry; hits give low values; calls only at 7 µM; 0.068% of 330,000 active; AID 2052;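 active = response, share of CD8 T cells binding vesicles, and their 90th percentile fluorescence all below set limits, cut at about 80% in these data, passing the limit was not always enough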
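Read-out – percent CD8+ FL2 mean versus row control · System – murine 2C transgenic CD8+ T lymphocytes · Times – 1.5 h cell–vesicle binding at 37 °C, then 20 min icy labelling · Control set – naked vesicles low, QL9 vesicles with vehicle high · Detection – cytometric PE anti-B7-1 and Alexa647 anti-CD8 signals after 1% paraformaldehyde fixation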
NTR1 agonist – agonists of NTR1, primary screen, imaging, U2OS cells, beta-arrestin-GFP, high content (AID 493036); activation, % at 20 µM; NTR1-U2OS beta-arrestin-GFP spot imaging, agonist mode; P30989; 0.17% of 330,000 active;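 active = activation at or above 40% of the spot to cytoplasm intensity ratio, with at least 20 cells analyzed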;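 also: 0% = DMSO without peptide and 100% = 100 nM NTR1 peptide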
Target sequence (P30989 whole entry, looked up): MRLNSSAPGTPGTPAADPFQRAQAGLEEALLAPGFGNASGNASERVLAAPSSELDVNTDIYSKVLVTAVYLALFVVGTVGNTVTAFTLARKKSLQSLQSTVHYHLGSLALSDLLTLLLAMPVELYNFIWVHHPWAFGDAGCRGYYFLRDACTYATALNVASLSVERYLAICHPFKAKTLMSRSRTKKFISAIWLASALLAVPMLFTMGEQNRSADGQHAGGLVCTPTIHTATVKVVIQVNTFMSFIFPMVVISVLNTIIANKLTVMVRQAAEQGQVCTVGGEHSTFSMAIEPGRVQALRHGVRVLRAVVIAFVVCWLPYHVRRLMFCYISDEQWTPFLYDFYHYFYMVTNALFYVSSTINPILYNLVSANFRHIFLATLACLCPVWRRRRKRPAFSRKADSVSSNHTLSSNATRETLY
Rac1 GTP hydrolysis – MgcRacGAP GTPase-activating activity inhibitors, confirmation, biochemical, ADP Hunter fluorescence; MgcRacGAP-stimulated Rac1 GTP hydrolysis, ADP Hunter fluorescence; higher % means a stronger effect; GST-tagged Rac1 F28L mutant substrate; AID 624330; inhibition, % at 30 µM, or IC50 in µM where a hit was titrated; 0.6% of 340,000 active;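 active = first-screen hits whose inhibition reached a set limit at any dose in the follow-up dose series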;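 also: fluorescence reports GDP produced by GAP-driven GTP hydrolysis; strong numbers were not always called active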
Lipid droplet cells 6.5 µM – also measured in Lipid droplet; calls as there; cell count; measured here: cell count, cytotoxicity flag;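 cells counted across two imaged fields per well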
T cell HTS vesicle-bound % – second read-out of T cell HTS, no call of its own (marks repeat the call); double positive events, %; measured here: CD8+ vesicle-bound cell fraction;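 binding gate set so that unloaded-vesicle control wells show 10% double positive cells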
NTR1 agonist cell count 20 µM – second read-out of NTR1 agonist, no call of its own (marks repeat the call); cell count; measured here: cell count, cytotoxicity flag
Numbers without * were called inactive; i = inactive; nt = no result given. Random draw from the library; any-hit rate near 1.8%.

SMILES	GPR55 beta-arrestin	GPR55 LPI antagonism	LYP phosphatase	Large T inhibition	GPR35 arrestin U2OS	Lipid droplet	Lipid droplet cells 6.5 µM	T cell HTS	T cell HTS vesicle-bound %	NTR1 agonist	NTR1 agonist cell count 20 µM	Rac1 GTP hydrolysis
COCCCN1C(=O)C(=O)/C(=C(/O)c2ccc(S(=O)(=O)N3CCOCC3)cc2)C1c1cccc(Cl)c1 (centres undefined)	-0.1%	10%	-12%	11%	2%	-1	732	i	35	-0.4	58	-2%
O=C(CC1N=C2c3ccccc3N=C(SCc3ccc(Cl)cc3)N2C1=O)NCc1ccco1 (centres undefined)	-0.1%	-6%	7%	9%	-5%	nt	nt	i	19	nt	nt	5%
COc1ccc(S(=O)(=O)N(C)CC(=O)NCCC2=CCCCC2)cc1OC	-0.1%	0%	-10%	6%	10%	-12	815	i	40	0.5	69	-7%
Cc1ccsc1C(=O)N1CCCC(CO)(Cc2ccccc2)C1 (centres undefined)	-0.1%	11%	-4%	6%	12%	-10	795	i	73	1.4	60	0%
Cc1cc(N2CCN(C)CC2)nc2ccc(NC(=O)CCC(=O)NCCCOC(C)C)cc12	-0.1%	-1%	-6%	4%	-1%	-3	789	i	19	-0.8	87	11%
COc1ccc(NC(=O)C2C3C=CC4(O3)C2C(=O)N(CCCN2CCCC(C)C2)C4C(=O)NC2CCCCC2)cc1 (centres undefined)	0.0%	4%	0%	10%	-4%	0	806	i	32	0.6	41	-4%
COc1ccccc1C(=O)NCCC(=O)Nc1ccc(C)cn1	0.5%	17%	-2%	25%	7%	11	850	i	21	1.1	66	8%
Cc1ccc(NS(=O)(=O)c2ccc(Cl)s2)nc1	-0.1%	-10%	-7%	-2%	-4%	-4	685	i	49	-0.1	46	5%
Cc1ccc(S(=O)(=O)N(C)C)cc1NC(=O)COC(=O)Cc1cccs1	nt	nt	nt	5%	nt	nt	nt	i	52	0.5	55	6%
CCOC(=O)C1=C(COC(=O)C(CC)Oc2ccccc2)NC(=O)NC1C (centres undefined)	nt	nt	nt	5%	nt	nt	nt	i	21	0.4	66	0%
Cc1nn2c(-c3ccccc3)ccnc2c1-c1ccccc1	-0.1%	1%	-6%	4%	10%	29	781	i	12	1.8	80	8%
O=C(CN(Cc1ccccc1)S(=O)(=O)c1ccc(Br)cc1)NCc1ccco1	-0.2%	6%	-1%	23%	-3%	15	783	i	27	-0.8	60	1%
CCN(CC)S(=O)(=O)c1cccc(C(=O)NC(C(=O)Nc2nnc(C3CC3)s2)C(C)C)c1 (centres undefined)	0.3%	7%	-2%	5%	5%	nt	nt	i	37	-0.9	96	1%
O=C(Cn1cnc2c(nnn2-c2ccc(F)cc2)c1=O)N1CCCC1	-0.1%	3%	-5%	-1%	-4%	nt	nt	i	40	-0.2	57	2%
Cc1ccc(NC(=O)C2CCN(S(=O)(=O)c3ccc4c(c3)NC(=O)C(C)S4)CC2)c(Cl)c1 (centres undefined)	-0.2%	-5%	2%	-2%	4%	-16	677	i	44	-0.6	68	6%
Cc1ccc(C)c(S(=O)(=O)N2CCN(C(=O)CSC(=S)N3CCCC3)CC2)c1	nt	nt	nt	2%	nt	nt	nt	i	40	0.4	44	-2%
CCn1cc(CN2CCN(Cc3cccc(OC)c3)C(CCO)C2)c(C)n1 (centres undefined)	-0.1%	12%	-4%	21%	6%	-10	639	i	61	-0.2	97	3%
CCOc1ccc(S(=O)(=O)N2CCOCC2)c2ccccc12	0.5%	2%	-5%	3%	-2%	-12	775	i	37	0.3	56	3%
CC(NC(=O)c1ccc(CS(=O)(=O)c2cccc(C(F)(F)F)c2)o1)c1ccc2c(c1)OCCO2 (centres undefined)	-0.1%	0%	-4%	3%	3%	14	825	i	3	-0.2	81	3%
CC(C)(C)c1nc(SCC(=O)Nc2nc3c(s2)CCCC3)c2ccccc2n1	0.0%	-12%	-2%	6%	-3%	nt	nt	i	30	12	38	0%
O=C(COC(=O)CNC(=O)c1ccccc1)Nc1nnc(-c2ccccc2)o1	nt	nt	nt	5%	nt	nt	nt	i	6	-0.2	63	4%
Cc1cccc(NC2=NCC(=O)N2Cc2cccs2)c1	-0.1%	14%	-11%	2%	-1%	1	719	i	33	1.0	93	8%
Cc1ccn2c(=O)c(C(=O)O)cnc2c1	-0.2%	6%	-12%	4%	1%	7	691	i	28	-0.8	56	-2%
COc1ccc(C(=O)NCCc2ccc(C)cc2)cc1OC1CCN(C(C)=O)CC1	-0.1%	13%	-7%	14%	-2%	-2	682	i	20	-0.1	77	8%
CCOC(=O)C(=O)NNc1cccc(C)c1C	-0.4%	-9%	-2%	5%	-3%	-1	640	i	44	-0.3	51	-3%
CC1=CC(=O)N(c2ccn(C)n2)C1=O	-0.1%	3%	-10%	13%	-10%	18	743	i	52	1.3	38	2%
O=S(=O)(NCCN1CCOCC1)c1ccc(-c2ccc(S(=O)(=O)NCCN3CCOCC3)cc2)cc1	0.3%	-5%	-8%	10%	-9%	10	731	i	36	-1.3	96	8%
CN(CCO)C1=CC(=O)CC(C)(C)C1	-0.1%	-1%	2%	0%	-13%	nt	nt	i	11	-0.8	88	9%
COC(=O)c1[nH]cnc1C(=O)c1ccccc1	-0.2%	8%	-4%	24%	7%	nt	nt	i	2	1.8	46	7%
CCn1c(C)c(C(=O)c2ccccc2)c(C#N)c1C(=O)O	-0.1%	-25%	-7%	20%	12%	-28	723	i	15	3.4	37	4%
O=C(NCCS(=O)(=O)N1CCN(c2ccccc2F)CC1)c1ccc(Br)o1	-0.3%	0%	-10%	3%	-8%	1	703	i	8	0.6	61	8%
CCOC(=O)CSc1nnc(-c2nnc(SCC(=O)OCC)n2CC)n1CC	-0.1%	6%	0%	4%	-14%	nt	nt	i	32	-1.1	85	10%
COc1ccc(CC(=O)Nc2sc3c(c2C(N)=O)CCCC3)cc1OC	0.2%	-1%	0%	10%	-2%	-1	765	i	43	3.6	55	9%
CCCCOc1ccc(C(=O)Nc2ccc3c(c2)C(=O)NC3=O)cc1	-0.1%	-2%	-15%	nt	-11%	0	733	i	45	5.5	50	-3%
Cc1cc(C)n2c(Br)c(CSc3nc4ccccc4s3)nc2n1	0.1%	4%	-5%	10%	-15%	-5	687	i	12	7.8	56	4%
Cc1cc(C)n2nc(-c3cnn(C)c3C(F)(F)F)cc2n1	0.0%	7%	-2%	8%	1%	nt	nt	i	40	2.7	69	5%
Cc1ccc(NC(=S)NN2CCN(C)CC2)cc1	-0.4%	9%	1%	10%	16%	-1	691	i	55	-0.7	61	2%
COc1ccc(CNC(=O)c2ccc(NC(=O)C3=CSCCO3)cc2)cc1	-0.4%	10%	2%	10%	0%	2	643	i	29	1.0	50	0%
O=C(NCC(c1ccco1)N1CCc2ccccc2C1)c1c(F)cccc1F (centres undefined)	nt	nt	nt	9%	nt	nt	nt	i	17	0.4	58	-5%
COc1cccc(N(CC(=O)NC2CCCCC2)C(=O)Cn2nnc(-c3ccc(C)o3)n2)c1	0.2%	5%	-15%	nt	-4%	-5	698	nt	nt	0.3	43	-3%
O=C(Oc1ccc(C(=S)N2CCOCC2)cc1)c1ccc(Br)cc1	0.0%	4%	-3%	4%	-4%	-9	553	i	44	0.1	50	6%
O=C(OCCCN=C1NS(=O)(=O)c2ccccc21)C1CC(=O)N(c2ccc(Cl)cc2)C1 (centres undefined)	-0.1%	-4%	-6%	21%	8%	-1	740	i	49	-0.2	51	8%
COCc1cc(C)c(C#N)c(=S)[nH]1	0.2%	-13%	6%	15%	-4%	nt	nt	i	54	0.2	53	4%
CCCNC(=O)OCCC12CC3CC(CC(C3)C1)C2	-0.3%	7%	-11%	5%	-4%	-2	661	i	67	4.9	73	7%
Cn1c(CC(=O)c2ccc(Br)cc2)[n+](C)c2ccccc21	0.5%	9%	3%	17%	-6%	14	726	i	56	0.7	74	11%
Cn1c(N/N=C2\CCCc3ccccc32)nc2c1c(=O)n(Cc1ccccc1)c(=O)n2C	16%	13%	2%	-1%	-7%	27	659	i	41	4.8	30	8%
COc1ccccc1C(=O)OCC(=O)Nc1ccc(OC(F)F)cc1	0.3%	2%	6%	0%	0%	5	776	i	45	0.7	52	6%
O=C(CSc1nnc(Cc2cccs2)n1-c1ccccc1)Nc1ccc2c(c1)OCCO2	0.1%	19%	-1%	4%	12%	6	688	i	6	-1.2	43	3%
CN(Cc1cc2ccccc2[nH]c1=O)C(=O)COc1ccccc1	-0.1%	-2%	-6%	13%	-3%	17	694	i	41	1.4	72	10%
CCOC(=O)N1CCN(C(=O)c2nn(C)c3c2CSc2ccccc2-3)CC1	0.6%	-9%	-13%	23%	1%	-14	811	i	25	-0.7	86	7%
Cc1ccc(S(=O)(=O)Nc2ccccc2CNc2cccc(C)n2)cc1	-0.3%	6%	3%	19%	-10%	-17	691	i	45	1.8	34	6%
Cc1cc(C)c(C#N)c(SCCS(=O)(=O)Cc2ccc(Cl)cc2)n1	-0.1%	7%	-5%	9%	14%	nt	nt	i	9	4.1	52	9%

Rewritten in markdown: 3 of the compounds above
| structure | GPR55 beta-arrestin | GPR55 LPI antagonism | LYP phosphatase | Large T inhibition | GPR35 arrestin U2OS | Lipid droplet | Lipid droplet cells 6.5 µM | T cell HTS | T cell HTS vesicle-bound % | NTR1 agonist | NTR1 agonist cell count 20 µM | Rac1 GTP hydrolysis |
| --- | --- | --- | --- | --- | --- | --- | --- | --- | --- | --- | --- | --- |
| CCN(CC)S(=O)(=O)c1cccc(C(=O)NC(C(=O)Nc2nnc(C3CC3)s2)C(C)C)c1 (centres undefined) | 0.3% | 7% | -2% | 5% | 5% | nt | nt | i | 37 | -0.9 | 96 | 1% |
| COCc1cc(C)c(C#N)c(=S)[nH]1 | 0.2% | -13% | 6% | 15% | -4% | nt | nt | i | 54 | 0.2 | 53 | 4% |
| CC(NC(=O)c1ccc(CS(=O)(=O)c2cccc(C(F)(F)F)c2)o1)c1ccc2c(c1)OCCO2 (centres undefined) | -0.1% | 0% | -4% | 3% | 3% | 14 | 825 | i | 3 | -0.2 | 81 | 3% |
